V1R ag counter = V1a receptor agonism, counter-screen for OXTR agonists | P37288 | CHO-V1R cells, Fluo-8 calcium fluorescence, agonist mode; 0% DMSO, 100% 3 nM vasopressin | activation, % at 3 µM | hit rate 0.25% among 320,000 | AID 2797;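 active = activation above the mean activation of all tested compounds plus 3 SD, per screening run, cut at about 20% in these data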;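 also: signal is peak over basal fluorescence ratio across a 100 second FLIPR read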
Target sequence (P37288 whole entry, looked up): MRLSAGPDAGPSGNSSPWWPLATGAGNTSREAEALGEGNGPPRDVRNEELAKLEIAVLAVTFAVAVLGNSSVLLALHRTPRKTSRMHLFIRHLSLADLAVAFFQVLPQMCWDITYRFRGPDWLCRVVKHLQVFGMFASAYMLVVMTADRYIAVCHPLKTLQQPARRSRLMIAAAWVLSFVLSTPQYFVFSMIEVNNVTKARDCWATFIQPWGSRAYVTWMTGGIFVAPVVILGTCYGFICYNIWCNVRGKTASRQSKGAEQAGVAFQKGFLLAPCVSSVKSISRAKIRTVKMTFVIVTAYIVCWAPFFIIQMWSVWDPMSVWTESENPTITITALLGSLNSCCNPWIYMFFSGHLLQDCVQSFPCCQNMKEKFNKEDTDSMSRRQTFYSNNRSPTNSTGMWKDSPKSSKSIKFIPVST
CHO-K1 Ca PAM = counter-screen for M1 PAMs: effect in parental CHO-K1 cells; ATP EC20, Fluo-8 calcium fluorescence; 0% at ATP EC20, 100% at ATP max; activation, % at 3 µM; hit rate 0.02% among 360,000;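 active = activation above the run cutoff, the mean activation of all test compounds plus 3 SD, cut at about 40% in these data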;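 also: peak over basal fluorescence ratio in a 140 s read after ATP addition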
OXTR ag = human OXTR agonism. P30559. CHO-OTR cells, Fluo-8 calcium fluorescence; normalized: DMSO 0%, oxytocin 100%. activation, % at 3 µM. hit rate 0.32% among 320,000. AID 2435;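 active = activation above the mean of all tested compounds plus 3 SD, cutoff set per screening run, cut at about 20% in these data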;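 also: peak over basal fluorescence ratio from a 100 s FLIPR kinetic read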
CHO-K1 Ca antag = nonselective inhibitor or artifact in parental CHO-K1 cells | ATP-induced calcium, Fluo-8 fluorescence | inhibition, % at 3 µM | hit rate 0.6% among 360,000;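 active = inhibition above a per-plate cutoff, the plate's mean sample inhibition plus 3 SD, cut at about 24% in these data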;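 also: 0% = DMSO plus EC80 ATP and 100% = DMSO alone without ATP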
M1 ag parental = nonselective activator or artifact in parental CHO-K1 cells | Fluo-8 calcium fluorescence; scaled to maximal ATP response, vehicle zero | activation, % at 3 µM | hit rate 0.48% among 360,000 | AID 602248; in the data active = activation above about 15%;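 also: untransfected CHO-K1 host cells lacking M1 receptor as counterscreen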
GPR7 antagonist = antagonists of human GPR7 (neuropeptides B/W receptor 1) | hit rate 1.1% among 290,000 | inhibition, % at 4.4 µM | GPR7-expressing cells, fluorescence antagonist assay | P48145; in the data active = inhibition above about 16%, passing the limit was not always enough;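 also: cells stimulated with the agonist NPW; 0% = agonist with vehicle and 100% = vehicle without agonist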
Target sequence (P48145 whole entry, looked up): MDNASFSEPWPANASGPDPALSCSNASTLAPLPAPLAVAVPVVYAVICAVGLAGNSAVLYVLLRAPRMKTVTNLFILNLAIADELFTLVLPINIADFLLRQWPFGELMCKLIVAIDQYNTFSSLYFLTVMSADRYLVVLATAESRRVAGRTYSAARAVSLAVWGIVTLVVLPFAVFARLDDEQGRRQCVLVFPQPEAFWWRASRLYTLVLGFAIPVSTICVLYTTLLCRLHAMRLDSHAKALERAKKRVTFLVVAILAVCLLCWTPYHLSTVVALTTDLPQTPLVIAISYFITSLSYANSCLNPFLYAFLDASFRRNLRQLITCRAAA
CHO parental Ca = counter-screen for OX1R antagonists: effect in parental CHO cells; parental CHO-K1, ATP-induced calcium, Fluo-8 fluorescence; inhibition, % at 5.6 µM; hit rate 0.63% among 330,000; AID 463079;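 active = inhibition above that plate's mean sample inhibition plus 3 SD, cut at about 26% in these data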;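 also: 0% = ATP-challenged DMSO wells and 100% = DMSO wells without ATP; some compounds past the cut are filed as inactive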
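Test system: parental CHO cells; detection: calcium-sensitive Fluo-8 fluorescence; evaluation: percent inhibition of calcium signal; also added: ATP as calcium-mobilizing challenge; repeats: one well per compound; control set: ATP-challenged DMSO wells low, unchallenged DMSO wells high; compound: single nominal dose of 5.6 µM per compound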
OXTR potentiate = potentiators of human oxytocin receptor. P30559. CHO-OTR cells, Fluo-8 calcium fluorescence, potentiator mode; 0% = oxytocin EC15, 100% = EC100. activation, % at 3 µM. hit rate 0.061% among 320,000;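 active = activation above that plate's cutoff, the mean activation of tested compounds plus 3 SD, cut at about 6.6% in these data, passing the limit was not always enough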;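 also: 100% uses oxytocin at 75 nM as the full agonist control; some results filed as inactive read as strong as hits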
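test system = CHO-OTR cells, human receptor | compound = single-point 3.0 µM | schedule = 6 min compound pre-incubation at room temperature, 100 s kinetic read | signal = Fluo-8 no-wash calcium dye fluorescence, excitation 470-495 nm, emission 515-575 nm | repeats = single well per compound, singlicate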
TAAR1 antagonist = antagonists of human TAAR1; Q96RJ0; CHO RD-HGA16 TAAR1, Fluo-8 calcium fluorescence, antagonist; inhibition, % at 3 µM; hit rate 1.5% among 360,000; AID 624466;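 active = inhibition above a per-plate cutoff, the mean inhibition of test compounds on that plate plus 3 SD, cut at about 49% in these data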;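 also: 0% = DMSO plus EC80 beta-PEA response and 100% = DMSO alone without agonist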
Target sequence (Q96RJ0 whole entry, looked up): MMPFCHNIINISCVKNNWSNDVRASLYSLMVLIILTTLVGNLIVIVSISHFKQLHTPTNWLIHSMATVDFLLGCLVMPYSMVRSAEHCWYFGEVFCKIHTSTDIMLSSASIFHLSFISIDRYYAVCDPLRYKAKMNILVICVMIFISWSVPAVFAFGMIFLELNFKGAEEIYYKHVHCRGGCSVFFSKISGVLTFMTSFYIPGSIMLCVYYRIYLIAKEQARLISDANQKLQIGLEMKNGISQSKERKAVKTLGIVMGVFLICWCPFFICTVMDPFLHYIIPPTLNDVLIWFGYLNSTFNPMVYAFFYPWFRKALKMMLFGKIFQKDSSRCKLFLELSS
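System: CHO RD-HGA16 cells bearing hTAAR1. Reagent: EC80 β-phenethylamine stimulus. Schedule: seeding 17-24 h prior, 75-min 37 °C, 30-min RT dye loading. Signal: Fluo-8 intracellular calcium dye fluorescence, real-time kinetic reads. Read-out: % inhibition from peak post-agonist over basal fluorescence ratio. Benchmarks: vehicle wells and EC80 agonist wells. Replicates: n of 1.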
The depositor's hits bear a star; / = not tested or not shown. A portion of the library, so the mix of outcomes need not match the whole.

SMILES	V1R ag counter	CHO-K1 Ca PAM	OXTR ag	CHO-K1 Ca antag	M1 ag parental	GPR7 antagonist	CHO parental Ca	OXTR potentiate	TAAR1 antagonist
CNC(=O)OCCc1n(C)cc[n+]1C	0.2	15	0.2	-9	0.2	-10	-14	-5	-16
c1cncc(CNCCc2c[nH]c3ccccc23)c1	-0.2	-7	-0.5	-6	0.9	-1	-8	-9	0
Clc1ccc(NC2=NCCCS2)cc1Cl	7.0	-15	3.8	-1	1.3	-6	-15	-8	-5
CCCCCc1nc2ccccc2c(=O)n1-c1ccccc1[N+](=O)[O-]	-1.2	0	-2.0	4	0.2	-1	-21	5	-13
COC(C)(C)CCCC(C)C/C=C/C(C)=C/C(=O)OC(C)C (centres undefined)	1.0	7	0.1	-14	2.0	/	-12	-3	0
Cn1c(O)c(/C=N/c2ncccn2)c(=O)n(C)c1=O	1.8	9	2.0	-16	0.5	-5	-14	-6	-4
COC(=O)C(O)(c1ccc(NC(=O)c2cccs2)cc1)C(F)(F)F (centres undefined)	1.7	14	2.3	-2	0.9	8	-21	-6	8
C=CCn1c(O)c(/C(C)=N/N2CCCCCC2)c(=O)[nH]c1=O	-0.1	9	1.9	-7	1.0	-21	-5	-12	-19
O=C(O)c1ccccc1NC(=O)N1C[C@H]2C[C@@H](C1)c1cccc(=O)n1C2	0.8	9	0.1	-5	0.1	-8	1	-1	-13
COC(=O)C1=C(c2cc3ccccc3s2)C[C@@H]2CC[C@H]1N2C(=O)N1CCCC1	-1.2	-13	-2.7	-5	-1.3	/	-16	0	3
COC(=O)C1=C(c2cc3ccccc3s2)C[C@@H]2CC[C@H]1N2C(=O)NCc1ccc(C(F)(F)F)cc1	0.9	1	0.3	-10	0.6	/	-29	-17	-9
CC1CC(NC(=O)C2C3CCC(O3)C2C(=O)O)CC(C)(C)C1 (centres undefined)	0.1	21	-1.8	-15	0.1	1	-2	-9	10
O=[N+]([O-])c1ccc(C2[C@H]3C(c4ccccc4)=NC4(CCCCC4)N23)cc1 (some centres undefined)	3.4	-14	-1.6	17	-0.5	0	-29	-2	3
CNCC(O)c1cccc(OC(=O)c2ccccc2C)c1 (centres undefined)	0.3	14	5.0	-1	0.8	24*	-27	-2	-4
O=c1[nH]c(=S)[nH]c(O)c1C(c1ccccn1)c1c(O)[nH]c(=S)[nH]c1=O	1.0	21	1.5	-13	0.0	-1	-6	0	-17
O=C1NC(=S)N(c2ccc(Cl)cc2)C(=O)/C1=C/N1CCN(C(=O)c2ccco2)CC1	-0.1	8	0.2	6	2.7	2	14	-19	5
CN(C)C(=O)Oc1ccc(Cl)c2cccnc12	0.2	0	-0.6	8	-0.6	1	-5	-11	1
Cc1ccc(-n2c(O)c(C=NCc3ccccn3)c(=O)[nH]c2=S)cc1	-0.3	14	6.2	-9	1.0	-16	-16	-5	-11
Cn1c(=O)oc(=O)c2ccccc21	/	8	/	-9	0.7	/	/	/	-10
O=c1c2ccccc2[nH]c(=S)n1-c1cccc(Cl)c1	/	8	/	-2	0.6	/	/	/	-6
CCOC(=O)c1c(C)n(Cc2ccccc2)c2ccc(O)cc12	0.0	-13	-0.7	4	0.8	-4	-9	-6	-9
COc1ccc(C2SCC(=O)Nc3c2c(C)nn3C2CCOC(C)(C)C2)cc1OC (centres undefined)	1.3	-4	1.1	-5	0.1	2	-5	-13	5
CC(=O)Nc1cc(C(=O)N2CCC3(CC2)OCCO3)ccc1S(=O)(=O)c1ccc(C)cc1	0.1	-9	0.3	17	-0.5	-10	-13	-7	-21
CC(C)(C)C(=O)O[C@H]1CC[C@@]2(C)C(=CC(=O)C3C2CC[C@]2(C)C(=O)CCC32)C1 (some centres undefined)	0.7	12	0.2	-15	0.8	/	-10	-6	-13
NC(=O)c1ccsc1NC(=O)COC(=O)Cc1ccccc1	12	-7	14	25*	11	/	-1	-10	5
Cc1cccc(N=Cc2c(O)n(-c3ccccc3C)c(=O)[nH]c2=O)c1	0.8	-3	1.9	-20	2.0	-8	-10	-6	7
COc1ccccc1C(=O)C1CCCN(Cc2cnc(C)s2)C1 (centres undefined)	0.7	22	5.0	-14	4.4	0	-4	-2	-4
Cn1cccc1/C=C1\C(=O)NC(=O)N(Cc2ccccc2Cl)C1=O	/	-1	/	1	0.6	-2	/	/	4
CCCCCCOC(=O)c1ccccc1N	-0.5	17	-1.3	-11	0.5	-4	2	0	-5
O=C(OCCN1CCOCC1)C1(c2ccccc2)CCCC1	-0.3	12	-0.1	-10	0.9	-8	-1	-8	19
CC12Cc3cnoc3C=C1CCC1C2CCC2(C)C1CCC2(C)O (centres undefined)	/	3	/	-2	2.7	/	/	/	43
CC(C)(C)C(=O)O[C@H]1CC[C@@]2(C)C(=CC(=O)C3C2CC[C@]2(C)C(=O)[C@H](O)CC32)C1 (some centres undefined)	2.5	-7	0.3	3	-0.2	/	-22	2	-4
CCN(CC(=O)Nc1ccc(NC(C)=O)cc1)C(=O)CSC(c1ccccc1)c1ccccc1	6.9	-5	-0.4	-17	2.4	/	-31	-8	-2
COc1ccc(C(=O)OC2CC[C@@]3(C)C4CCC5[C@]6(O)CC(O)[C@@]7(O)C(CN8CC(C)CCC8[C@@]7(C)O)[C@]6(O)C[C@@]53O[C@]24O)cc1OC (some centres undefined)	1.0	7	2.1	7	0.1	-14	-19	-1	-17
Cc1ccc(C(=O)c2cc(Br)ccc2N)cc1	-0.8	16	-0.9	-20	-0.2	-16	-10	-5	14
CCOC(=O)C1SC2(C(F)F)CC1(O)c1c(c(OC)c3occc3c1OC)O2 (centres undefined)	-0.9	9	-1.1	-15	3.0	-10	-15	-6	26
COc1ccc(-n2c(SCCN(C)C)nc3ccccc3c2=O)cc1	-0.6	29	0.5	-21	1.9	5	-11	-2	-2
CC1CCCCC1NC(=O)CNC(=S)N1CC2CC(C1)c1cccc(=O)n1C2 (centres undefined)	-1.2	-2	-0.7	-2	0.2	-4	-14	-1	-2
O=C1C2CCCN2C(c2ccccc2)N1c1ccccn1 (centres undefined)	-0.7	11	-0.8	-10	0.4	-7	9	-11	4
COc1ccc(CCN)cc1O	0.4	-3	0.6	-8	0.5	/	-9	-10	8
CCN1CCN(Cc2cc(Br)cc(OC)c2O)CC1	0.5	29	0.4	-8	0.5	-8	-9	-3	-2
O=C1NC(=O)C(CCc2ccncc2)(Cc2ccc([N+](=O)[O-])cc2)C(=O)N1	0.9	8	0.7	-10	0.2	-9	-8	-2	2
Cc1ccc(-n2c(O)c(C=NCC3CCCO3)c(=O)[nH]c2=O)c(C)c1 (centres undefined)	0.8	27	0.8	-5	8.9	3	-5	3	6
COC(=O)C1=C(c2ccc(C(C)=O)cc2)C[C@@H]2CC[C@H]1N2C(=O)NCc1ccco1	0.1	-9	-0.2	-7	-0.2	/	-13	-2	17
Cc1ccc(S(=O)(=O)N2Cc3cc(-c4cccc(F)c4)ccc3-n3nncc3C2)cc1	/	12	/	11	3.3	/	/	/	-3
Cc1ccccc1NC(=O)COC(=O)c1cc(C)n(C2CC2)c1C	-0.7	3	-0.3	-9	-0.2	/	-20	-6	-2
COc1ccc(N2CCN(CCc3ccncc3)CC2)cc1	1.1	26	1.1	-22	1.9	-17	-14	-8	-29
CN1C2c3ccccc3C3C4c5ccccc5C(C31)C(C2[N+](=O)[O-])N4C (centres undefined)	-1.1	2	-2.3	0	-0.7	-8	-3	-1	-5

Complete entries from above. Order of screens: V1R ag counter	CHO-K1 Ca PAM	OXTR ag	CHO-K1 Ca antag	M1 ag parental	GPR7 antagonist	CHO parental Ca	OXTR potentiate	TAAR1 antagonist
Entry for O=c1[nH]c(=S)[nH]c(O)c1C(c1ccccn1)c1c(O)[nH]c(=S)[nH]c1=O → 1.0	21	1.5	-13	0.0	-1	-6	0	-17
Entry for O=C(O)c1ccccc1NC(=O)N1C[C@H]2C[C@@H](C1)c1cccc(=O)n1C2 → 0.8	9	0.1	-5	0.1	-8	1	-1	-13
Entry for CC(=O)Nc1cc(C(=O)N2CCC3(CC2)OCCO3)ccc1S(=O)(=O)c1ccc(C)cc1 → 0.1	-9	0.3	17	-0.5	-10	-13	-7	-21

Later entries:
SMILES	V1R ag counter	CHO-K1 Ca PAM	OXTR ag	CHO-K1 Ca antag	M1 ag parental	GPR7 antagonist	CHO parental Ca	OXTR potentiate	TAAR1 antagonist
COc1cccc(C2(O)CCN(CC(=O)Nc3nc(C)cs3)CC2)c1	1.6	10	0.4	-4	0.4	-4	-12	-5	3
CCOC(=O)c1c(C)c(P(=S)(N2CCOCC2)N2CCOCC2)n(C)c1C	0.8	20	-1.4	0	3.4	-1	-25	-2	-2
CCC(=NCCc1ccccc1)c1c(O)n(C)c(=O)n(C)c1=O	9.0	0	5.9	-6	14	-8	2	-12	-3
O=C(NC(=S)N1CC1)c1ccccc1	/	24	/	3	0.5	/	/	/	-17
CNC(=O)Oc1cccc2c1OC(C)(C)O2	/	21	/	-11	0.8	/	/	/	-13
COc1ccc(CC(=O)N(CCN(C)C)CC2CCCN(Cc3ccccc3F)C2)cc1 (centres undefined)	2.7	14	0.5	-5	0.4	-3	-26	-6	-19
O=C1NCN(c2ccccc2)C12CCN(C(CCc1ccccc1)c1nnnn1C1CCCC1)CC2 (centres undefined)	/	10	/	-15	0.9	/	/	/	9
COc1ccccc1-n1c(/C=C/c2ccc(O)cc2)nc2ccccc2c1=O	2.5	-16	1.5	2	2.2	-29	-9	-20	46
CCCN(CCC)C1CCc2cccc(O)c2C1 (centres undefined)	0.3	-4	0.9	-2	-0.1	/	-10	-8	-16
O=C1CN=C(c2ccc(Br)cc2)c2oc3ccccc3c2N1	1.8	16	0.8	-1	0.2	-14	-6	-5	8
COP(=O)(OC)C(O)C(Cl)(Cl)Cl (centres undefined)	0.2	/	-0.3	/	/	-5	-5	-13	/
O=C(c1cccs1)N1C2CCC1CC(O)(c1cccnc1)C2 (centres undefined)	1.4	-6	0.1	14	-0.3	-3	1	-2	9
c1ccc(OCC2CO2)cc1 (centres undefined)	0.7	8	0.8	-23	0.3	/	-6	-1	4
O=[N+]([O-])c1ccc2c(c1)Cc1cc(O)ccc1-2	/	6	/	-11	2.5	/	/	/	14
O=[N+]([O-])c1[nH]cnc1Br	/	-10	/	-9	0.0	/	/	/	-30
O=c1cccc2n1C[C@H]1C[C@@H]2CN2CCCC[C@@H]12	1.1	24	0.5	-20	0.2	-11	-4	-2	-3
COC(=O)C1=C(c2ccc(Cl)c(C(F)(F)F)c2)C[C@@H]2CC[C@H]1N2C(=O)NCCCOC(C)C	-1.4	20	-1.4	-14	-1.2	/	-18	-5	/
CCC1(O)CCC2C3CCC4=CC(=O)CCC4C3CCC21CC (centres undefined)	/	10	/	-13	4.2	/	/	/	-3
